Screens deposited in PubChem by several laboratories.
FBA Mtb inh = Mtb FBA enzyme inhibitors, primary screen, biochemical, fluorescence, strain H37Rv. Fructose-bisphosphate aldolase (Mycobacterium tuberculosis (strain ATCC 25618 / H37Rv)), …. purified M. tuberculosis FBA, fluorescence read-out. inhibition, % at 1 µM. hit rate 2.3% among 360,000; in the data active = inhibition above about 27%;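 also: 0% = vehicle and 100% = reference inhibitor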
Target sequence (P9WQA3 whole entry, looked up): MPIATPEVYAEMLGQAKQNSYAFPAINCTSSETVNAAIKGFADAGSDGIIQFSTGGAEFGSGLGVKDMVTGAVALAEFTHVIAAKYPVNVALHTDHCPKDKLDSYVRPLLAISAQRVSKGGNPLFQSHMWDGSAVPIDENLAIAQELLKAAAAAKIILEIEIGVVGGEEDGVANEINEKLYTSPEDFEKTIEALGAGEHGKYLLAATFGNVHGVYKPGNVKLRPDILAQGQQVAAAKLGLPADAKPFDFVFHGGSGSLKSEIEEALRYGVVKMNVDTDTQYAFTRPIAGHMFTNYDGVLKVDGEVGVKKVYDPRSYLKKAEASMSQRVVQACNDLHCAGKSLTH
Mtb UGM inh = M. tuberculosis UGM enzyme inhibitors, primary screen, biochemical, fluorescence polarization, single point. purified UGM, fluorescence polarization probe displacement. hit rate 0.06% among 320,000. UDP-galactopyranose mutase (Mycobacterium tuberculosis (strain ATCC 25618 / H37Rv)), …. inhibition, % at 10 µM. AID 504406, 2011; in the data active = inhibition above about 10%, passing the limit was not always enough
Target sequence (P9WIQ1 whole entry, looked up): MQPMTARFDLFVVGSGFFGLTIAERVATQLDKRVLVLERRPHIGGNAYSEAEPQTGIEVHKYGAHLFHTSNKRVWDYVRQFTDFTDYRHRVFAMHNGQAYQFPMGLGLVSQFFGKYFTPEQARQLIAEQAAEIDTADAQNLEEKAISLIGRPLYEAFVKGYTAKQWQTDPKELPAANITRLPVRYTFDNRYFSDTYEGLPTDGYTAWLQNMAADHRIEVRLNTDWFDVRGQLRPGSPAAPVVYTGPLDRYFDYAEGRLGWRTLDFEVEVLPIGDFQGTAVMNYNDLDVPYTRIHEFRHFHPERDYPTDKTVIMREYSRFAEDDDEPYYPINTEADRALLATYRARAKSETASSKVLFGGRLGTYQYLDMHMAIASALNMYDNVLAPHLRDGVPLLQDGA
TcdB inh = TcdB glycohydrolase inhibitors, primary screen, biochemical, single point, plate reader. Toxin B (Clostridioides difficile), P18177. TcdB glycohydrolase enzymatic assay. inhibition, % at 9.99 µM. hit rate 0.24% among 350,000; in the data active = inhibition above about 10%
BH1578 lux ind = inducers of Vibrio cholerae quorum light production without autoinducers, primary screen, BH1578 luxS cqsA deficient, single point; V. cholerae BH1578 lux reporter, luminescence, 6 h; activation, % at 18.7 µM; hit rate 0.16% among 350,000; AID 588436, 2011; in the data active = activation mostly above about 9.7%, no sharp cut-off; also: not every result past the cut was called active; inactives centre near 0; reference of the scale not given here
PfHsp40 yeast = rescue of yeast from PfHsp40 toxicity, primary screen, S. cerevisiae, ATP luminescence. growth rescue, % at 12.5 µM. S. cerevisiae expressing PfHsp40, growth rescue. AID 504582, 2011. hit rate 0.68% among 340,000; in the data active = growth rescue above about 28%, passing the limit was not always enough;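 also: yeast W303a lacking pdr1 and pdr3 grown in galactose medium; growth measured after three days at 30 °C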
FadD28 FP inh = inhibitors of FadD28 bisubstrate probe binding, primary screen, biochemical, fluorescence polarization, single point. AID 588549, 2011. inhibition, % at 12.5 µM. Mycobacterium tuberculosis FadD28 fatty-acid-AMP ligase. hit rate 0.22% among 360,000; in the data active = inhibition above about 8.5%, passing the limit was not always enough
GDH-TPI counter = GDH-TPI coupling enzyme inhibitors, primary screen, artefact control for M. tuberculosis FBA inhibitor project, biochemical, absorbance, full deck | AID 588335, 2011 | inhibition, % at 4.8 µM | GDH-TPI coupled enzyme counterscreen, NADH absorbance | hit rate 1.2% among 360,000; in the data active = inhibition above about 30%;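 also: 0% = DMSO wells and 100% = wells lacking the enzyme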
BioA inh = M. tuberculosis BioA enzyme inhibitors, primary screen, biochemical, plate reader, single point, HTS; inhibition, % at 9.99 µM; purified M. tuberculosis BioA enzyme; hit rate 0.096% among 360,000; 7,8-diaminopelargonic acid synthase BioA (Mycobacterium tuberculosis); in the data active = inhibition above about 40%
Y pestis TopoI = Yersinia pestis topoisomerase I inhibitors, primary screen, biochemical, cleavage product accumulation, plate reader, single point; Y. pestis Topo-I cleavage product accumulation; DNA topoisomerase I (Yersinia pestis CO92); activity, % at 10 µM; hit rate 0.064% among 360,000; in the data active = activity above about 50%, passing the limit was not always enough; also: inactives centre near 2
Starred values were filed as active, the others as inactive; i = inactive; . = no result given. The order is random. Share with any hit: about 4.6%.

SMILES	FBA Mtb inh	Mtb UGM inh	TcdB inh	BH1578 lux ind	PfHsp40 yeast	FadD28 FP inh	GDH-TPI counter	BioA inh	Y pestis TopoI
CCC(=O)NCCc1nc2cc(NC(=O)c3ccccc3OC)ccc2n1C	-2	0.1	.	i	-0.1	-1.1	12	-0.7	-3
C=CCN=Cc1c(C)[nH]n(-c2ccccc2)c1=O	1	-2.6	0.9	-0.4	-0.8	-2.6	2	.	-3
N#Cc1ccccc1NC(=O)c1cc(=O)c2ccccc2o1	-5	2.2	0.5	i	0.8	12*	-2	.	-6
CCOCc1c(C(=O)N2CCN(CC(=O)Nc3ccc(F)cc3)CC2)oc2ccccc12	3	.	-2.5	2.1	0.4	-2.1	-3	0.5	3
COc1ccc(N2CCN(C(=O)COC(=O)c3ccc(OC(F)F)cc3)CC2)cc1	1	1.0	0.4	-2.7	-0.1	0.4	5	.	23
COc1ccc(-c2noc(CSc3nc(-c4ccccc4)cc(=O)[nH]3)n2)cc1OC	1	-1.2	.	-0.5	0.2	-3.4	1	0.1	0
CCc1ccc2nc(SCC(=O)Nc3ccccc3N3CCOCC3)c(C#N)cc2c1	1	0.5	2.0	i	0.6	-0.4	-6	.	6
Cc1ccc(C)c(NC(=O)COC(=O)CCNC(=O)c2ccco2)c1	-2	-2.5	1.9	i	1.2	-1.7	-8	-2.3	-4
COc1ccc(CNC(=O)CC2C(=O)NCCN2CC(C)(C)C)c(OC)c1 (centres undefined)	3	-1.2	.	0.9	-1.0	0.3	7	.	-7
Cc1ccccc1CSCC(=O)NCCSc1ccccn1	1	0.6	0.4	-0.4	-0.5	-2.6	4	.	5
COc1cc(/C=N/NC(=O)CCC(=O)Nc2ccc(Br)cc2)ccc1O	1	-1.9	0.6	i	1.9	-2.6	9	-1.5	-14
Cc1cc(C)cc(N(CC(=O)NCCSCc2ccco2)S(C)(=O)=O)c1	3	4.6	0.8	-1.0	0.0	-2.5	2	-0.2	6
COc1cccc(/C=C2\SC(=O)N(CCC(=O)NNC(=O)c3cccc(Cl)c3)C2=O)c1	-1	2.2	-0.2	-1.7	-1.3	-2.3	16	-2.2	17
CCCCCn1c(CN2CCN(C(=O)OCC)CC2)nc2c1c(=O)n(C)c(=O)n2C	-1	-0.4	1.3	i	-0.4	-2.4	2	2.8	17
CCc1cc(C(=O)N=Nc2c(O)[nH]c3c(Br)cc(Br)cc23)c2ccccc2n1	0	-0.2	0.8	i	0.7	1.0	9	.	-4
Nc1ccc(CSc2ccc(Cl)cc2)c(Cl)c1	0	.	-4.6	-2.2	3.6	-0.4	5	-1.3	-7
Cc1cc(C)c2c(N)c(C(=O)c3ccc(Cl)c(Cl)c3)sc2n1	0	-0.2	0.2	i	-1.7	-0.7	-2	.	9
O=C(NCCN1CCOCC1)C1CCN(c2ncnc3c2sc2cccc(F)c23)CC1	4	2.9	-0.3	-0.2	0.3	-0.5	12	1.2	19
O=C(Cc1cccc(NC(=O)C2CCN(C(=O)C3CCCC3)CC2)c1)Nc1cccc(C(=O)N2CCCCC2)c1	-2	.	-0.1	i	0.4	-1.1	-5	0.2	7
COc1ccccc1CN1CCCCCC1	4	0.7	1.0	i	0.7	-0.9	9	-0.6	-2
O=C(NN1C(=O)C2C3C=CC(C3)C2C1=O)c1ccco1 (centres undefined)	8	-3.1	.	1.0	-0.5	-2.6	-3	.	5
O=C(CCS(=O)(=O)Cc1ccccc1)Nc1ncc([N+](=O)[O-])s1	-7	2.9	-1.1	2.5	-0.9	-3.9	5	-0.8	7
COc1ccc(CCC(=O)Nc2ccc(C)c(S(=O)(=O)N(C)C)c2)cc1OC	0	2.2	.	0.0	0.2	-2.1	11	.	-2
Cc1ccc(N2CC(C(=O)Nc3cc(S(=O)(=O)N4CCCCC4)ccc3C)CC2=O)cc1 (centres undefined)	-2	.	0.1	-0.1	.	-4.5	-4	-0.8	14

Copied from the list.
Under BH1578 lux ind, O=C(CCS(=O)(=O)Cc1ccccc1)Nc1ncc([N+](=O)[O-])s1 reads 2.5
Under BioA inh, CCCCCn1c(CN2CCN(C(=O)OCC)CC2)nc2c1c(=O)n(C)c(=O)n2C reads 2.8
Under PfHsp40 yeast, CCc1cc(C(=O)N=Nc2c(O)[nH]c3c(Br)cc(Br)cc23)c2ccccc2n1 reads 0.7
Under BioA inh, Nc1ccc(CSc2ccc(Cl)cc2)c(Cl)c1 reads -1.3
Under PfHsp40 yeast, COc1cccc(/C=C2\SC(=O)N(CCC(=O)NNC(=O)c3cccc(Cl)c3)C2=O)c1 reads -1.3

(list continues)
SMILES	FBA Mtb inh	Mtb UGM inh	TcdB inh	BH1578 lux ind	PfHsp40 yeast	FadD28 FP inh	GDH-TPI counter	BioA inh	Y pestis TopoI
CCOc1ccccc1-n1c(SCC(N)=O)nc2ccccc2c1=O	4	-0.6	.	0.1	2.1	-3.2	15	0.4	-2
Fc1ccc(NC(=S)N2CCN(c3ccccn3)CC2)cc1Cl	0	-1.8	0.0	-0.5	0.6	-1.3	-10	1.7	1
Cn1c(SCC(=O)NNC(=O)Cc2ccccc2)nnc1-c1ccccc1	4	-0.2	.	31*	1.1	-0.7	1	.	-2
O=C(NC12CC3CC(CC(C3)C1)C2)N1CCC(n2nnc3ccccc32)CC1	3	0.0	.	-0.4	-0.1	-0.3	-3	3.0	-8
Cc1cc(S(=O)(=O)Nc2nc(CN3CCOCC3)nc3sc4c(c23)CCC4)ccc1F	10	0.7	0.3	-7.1	1.0	-0.9	20	-2.1	-1
COCCN(C(=O)CCC(=O)Nc1ccccn1)C(C(=O)NC(C)C)c1ccc(C)cc1 (centres undefined)	0	1.3	1.0	-0.3	0.9	-0.5	6	-3.7	3
O=C(CCCSc1nnc(-c2cccs2)n1CC1CCCO1)c1ccccc1 (centres undefined)	1	-0.3	.	i	-0.1	-3.7	-4	7.3	13
CC1CCCN(c2ccc([N+](=O)[O-])s2)C1 (centres undefined)	-24	.	-0.5	-0.2	-0.2	-1.0	-7	.	3
Cc1cccc(C)c1NC(=O)CC1SC2=NCCN2C1=O (centres undefined)	1	-0.2	.	.	0.3	-3.5	-3	-0.5	-1
Cc1c(C=O)c2ccccc2n1CC(=O)NC(C)c1ccccc1 (centres undefined)	0	0.7	-0.4	i	0.2	0.1	-2	-1.7	8
CCCn1c(=O)[nH]c(=O)c2c1nc(-c1ccc(OC(F)(F)C(F)C(F)(F)F)cc1)n2CCOC (centres undefined)	16	-0.5	.	-0.3	0.9	-3.6	-1	1.0	20
COc1ccc(CN(CC(=O)NCc2ccccc2)C(=O)CCC(=O)Nc2ccccn2)cc1	0	0.2	1.9	-0.1	1.1	-2.0	-8	0.1	4
COc1ccc(C2C(=O)N(C3CCCCC3)CC(=O)N2CCc2ccccc2)cc1OC (centres undefined)	-1	1.1	.	i	-0.5	-3.0	-8	.	28
COCCn1c(=O)[nH]c2cc(C(=O)NC3CCCCCC3)ccc2c1=O	2	0.6	-0.7	-0.2	-0.7	-2.6	-5	-0.6	2
COc1ccc(C2=C(N)c3ccccc3C2=O)cc1	0	0.1	.	-0.4	0.6	-1.0	11	-0.7	-3
Cc1cccc(-c2nnc(SCC#N)n2C)c1	-1	-0.5	-0.1	i	-0.6	-0.2	0	-0.5	-1
O=C(CSc1nnc(Cn2c(=O)sc3ccccc32)n1CCc1ccccc1)N1CCCC1	-1	-0.5	0.4	i	0.1	-1.9	-2	-2.2	21
CC1Sc2ccc(C(=O)Nc3ccccc3OC(F)F)cc2NC1=O (centres undefined)	-2	-0.5	0.4	16	-0.2	-3.5	-9	.	12
C=CCNC(=O)C(=O)c1c(-c2ccccc2)[nH]c2ccccc12	-3	-0.2	1.3	i	0.1	-0.3	29	12	2
COc1ccc(CCC(=O)NCCOc2ccc(Cl)cc2)cc1	3	0.5	1.2	-7.7	1.1	-3.3	2	-1.7	6
COc1ccc(CSc2nc(N3CCOCC3)c3c(c2C#N)CC(C)(C)OC3)cc1	-3	1.2	.	-5.0	0.9	-3.0	-1	0.1	-3
COc1cccc(NC(=S)NNC(=O)C(C)n2nc(C)c([N+](=O)[O-])c2C)c1 (centres undefined)	2	-1.9	.	4.5	-1.0	0.8	-4	0.3	0
C/C(CCc1ccc2c(c1)OCO2)=N\N=C(/N)SC1CC(=O)N(c2ccccc2F)C1=O (centres undefined)	-6	0.3	.	-0.6	-1.2	-7.8	1	-1.6	17
CCOc1cc(/C=C\c2nc(O)c([N+](=O)[O-])c(=O)[nH]2)ccc1OC(C)C	1	1.9	0.3	-7.7	-0.9	-1.5	16	-1.6	-7
CCC1(c2ccc(F)cc2)NC(=O)N(CC(=O)Nc2ccc(-c3nc4ccc(C)cc4s3)cc2)C1=O (centres undefined)	41*	3.0	.	-0.3	0.7	-1.0	23	-1.2	13
CCOC(=O)CC1C(=O)NCCN1C(=O)c1ccc(F)cc1F (centres undefined)	0	1.6	.	i	-1.3	-1.8	3	0.4	-3
COc1ccc(C(=O)N2CCN(Cc3ccc4c(c3)OCO4)CC2)cc1OC	-1	-1.2	-2.0	-2.3	-1.2	0.7	-8	-0.6	7
NC(=O)c1ccc(-n2nnnc2Oc2ccc(Br)cc2)cc1	2	0.9	0.1	i	0.0	-1.1	0	.	-2
Cc1[nH]c2ccccc2c1C(=O)CSC(=S)N1CCCCC1	17	-1.5	-1.2	i	-0.6	-5.7	-3	.	2
COc1ccccc1NC(=O)N1CCCC1C(=O)NCc1ccccc1F (centres undefined)	-2	-1.5	.	-0.2	-1.3	1.2	-3	-1.7	6
O=C(Nc1ccccc1)Nc1cccc2ccccc12	7	-1.3	2.8	-0.1	-0.8	-5.0	13	-0.7	0
CCCn1c(=O)c2c(nc3n2CC(C)CN3Cc2ccccc2)n(C)c1=O (centres undefined)	3	0.7	0.4	0.0	0.1	0.0	9	18	12
CC1CCCC(C)N1CCCNC(=O)c1nn(C)c2c1CSc1ccccc1-2 (centres undefined)	1	0.0	0.6	1.5	-0.8	-1.3	-3	0.0	6
Cc1ccc2nc(-c3ccncc3)cc(C(=O)Nc3ccc4c(c3)OCCO4)c2c1	-1	-3.2	-1.2	i	0.7	-0.6	7	.	18
Cc1cccc(NC(=O)[C@H](Cc2ccccc2)NC(=O)OCc2ccccc2)c1	2	-0.5	.	-0.3	0.9	0.0	14	.	-7
COc1ccc(S(=O)(=O)N(CC(=O)NCCSc2ccccn2)c2ccccc2)cc1	-1	-0.9	0.9	-0.6	0.2	-0.8	1	-1.8	42

Only Mtb UGM inh and BioA inh (two entries from above):
smiles | Mtb UGM inh | BioA inh
NC(=O)c1ccc(-n2nnnc2Oc2ccc(Br)cc2)cc1 | 0.9 | .
Cc1[nH]c2ccccc2c1C(=O)CSC(=S)N1CCCCC1 | -1.5 | .

(further entries)
SMILES	FBA Mtb inh	Mtb UGM inh	TcdB inh	BH1578 lux ind	PfHsp40 yeast	FadD28 FP inh	GDH-TPI counter	BioA inh	Y pestis TopoI
CCCCC(=O)Nc1ccc(NC(=O)c2cccs2)cn1	-1	-0.2	.	-0.8	-0.2	0.1	11	.	-1
O=c1cc(CO)oc(CN2CCN(Cc3ccccc3)CC2)c1O	3	-1.3	.	-0.2	0.3	-0.1	1	-0.3	0
O=C(COC(=O)c1nsc(Cl)c1Cl)NC1CCCC1	3	1.9	1.6	-0.3	0.2	1.4	-6	5.5	-4
COc1ccc(NC(=O)c2oc3ccc(S(=O)(=O)N4CCOCC4)cc3c2C)cc1	5	-0.5	-1.0	0.9	1.0	1.6	1	1.6	2
CC(=NC(C)c1ccccc1)c1c(O)[nH]c(=O)[nH]c1=O (centres undefined)	-4	-2.1	.	-2.8	0.8	-4.5	0	1.4	7
C/C(O)=c1/cnc2nc3ccccc3n2c1=O	30*	0.4	0.7	-0.2	-2.1	-0.1	24	.	5
C=C(C)CSc1nnc(CCCCCNC(=O)OC(C)(C)C)o1	-1	-2.4	0.1	-0.2	1.7	-0.6	6	0.4	8
